PostGolgi ctrl = growth inhibition of yeast control strain, primary screen, counter-screen for post-Golgi transport modulator project; actives 5% (n = 98,000); efflux-deficient yeast background strain, growth absorbance A615, 16 h; inhibition, % at 10 µM
DAT uptake mod = changed hDAT dopamine uptake under cocaine IC80, either direction, primary screen, cocaine antagonist project, cell-based, LLC-PK1 hDAT, [14C]-dopamine uptake, MLSMR; B-score at 10 µM; LLC-PK1 hDAT cells, [14C]-dopamine uptake with cocaine IC80; actives deviate in either direction; actives 1.3% (n = 110,000);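 active = Z score or B-score, a plate-position-corrected score, falls beyond the plate's 99.7% confidence bounds, in either direction; inactive = both scores lie inside the 99.7% bounds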;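 note: scored against the spread of the other compound wells on the same plate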
CYP2C19 inh = blockers of cytochrome P450 2C19 activity – biochemical, luminescence, ADME assay, primary screen | P33261 | CYP2C19 Supersomes, luciferin-H EGE luminescence, 30 min | inhibition, % at 5 µM | actives 21% (n = 96,000) | AID 778, 2007;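 active = CYP2C19 inhibition above a set limit at 5 µM in the primary screen, cut at about 50% in these data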;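 note: plate controls were negative control wells for no effect and 2.5 mM tranylcypromine positive control for full effect; values of inactives mirror those of a sister screen read the other way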
sEH inh = soluble epoxide hydrolase inhibitors, primary screen, biochemical, human sEH. Bifunctional epoxide hydrolase 2 (Homo sapiens), P34913. recombinant human sEH enzymatic activity assay. inhibition, % at 2 µM. actives 0.34% (n = 91,000). AID 707, 2007; in the data active = inhibition above about 80%; note: values of inactives mirror those of a sister screen read the other way; many of its hits are not listed in these tables
Target sequence (P34913 whole entry, looked up): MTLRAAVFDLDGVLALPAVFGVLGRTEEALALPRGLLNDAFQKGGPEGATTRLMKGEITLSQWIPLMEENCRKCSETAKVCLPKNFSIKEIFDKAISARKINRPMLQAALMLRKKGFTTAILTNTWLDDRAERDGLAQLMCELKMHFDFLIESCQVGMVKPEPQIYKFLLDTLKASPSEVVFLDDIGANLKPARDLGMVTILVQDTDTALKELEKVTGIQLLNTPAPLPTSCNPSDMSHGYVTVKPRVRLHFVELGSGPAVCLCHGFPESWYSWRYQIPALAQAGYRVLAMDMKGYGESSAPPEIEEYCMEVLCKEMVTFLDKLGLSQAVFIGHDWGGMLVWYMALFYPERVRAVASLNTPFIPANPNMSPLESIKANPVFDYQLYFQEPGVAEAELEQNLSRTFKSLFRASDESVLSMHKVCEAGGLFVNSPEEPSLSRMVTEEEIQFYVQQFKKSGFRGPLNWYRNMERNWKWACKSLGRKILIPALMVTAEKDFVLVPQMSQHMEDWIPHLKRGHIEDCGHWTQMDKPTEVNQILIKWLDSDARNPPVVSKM
S1P2 ag = S1P2 receptor agonists, primary screen, cell-based | Sphingosine 1-phosphate receptor 2 (Homo sapiens), O95136 | S1P2-expressing cell line, agonist reporter read-out | activation, % at 4.5 µM | actives 0.46% (n = 97,000); in the data active = activation above about 16%;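 note: 0% = vehicle low control and 100% = maximal reference agonist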
Target sequence (O95136 whole entry, looked up): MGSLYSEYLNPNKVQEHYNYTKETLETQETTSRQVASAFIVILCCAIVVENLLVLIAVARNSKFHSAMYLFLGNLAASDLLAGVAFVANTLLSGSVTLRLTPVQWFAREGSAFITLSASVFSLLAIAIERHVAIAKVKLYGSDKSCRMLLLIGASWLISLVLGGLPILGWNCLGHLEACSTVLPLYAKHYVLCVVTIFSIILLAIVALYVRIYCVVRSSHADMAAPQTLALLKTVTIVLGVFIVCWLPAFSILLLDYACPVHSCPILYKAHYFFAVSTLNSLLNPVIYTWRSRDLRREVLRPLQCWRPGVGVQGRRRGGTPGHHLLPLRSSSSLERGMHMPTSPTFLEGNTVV
sEH act = soluble epoxide hydrolase activators, primary screen, biochemical, human sEH; Bifunctional epoxide hydrolase 2 (Homo sapiens), P34913; purified human sEH enzymatic activity, activator screen; activation, % at 2 µM; actives 0.04% (n = 91,000); AID 717, 2007; in the data active = activation above about 37%; note: values of inactives mirror those of a sister screen read the other way
CYP2C19 activ = human CYP2C19 activators, primary screen, biochemical, luminescence | Cytochrome P450 2C19 (Homo sapiens), P33261 | recombinant CYP2C19, luciferin-H EGE luminescence; hits give high values; 0 = fully inhibited enzyme, 1 = untreated enzyme | activation factor at 5 µM | 96,000 tested, under 10 active | AID 1025, 2008;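 active = activation factor of at least 2 at 5 µM in the primary screen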;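 note: 0 = wells with 2.5 mM tranylcypromine and 1 = vehicle-only wells; values of inactives mirror those of a sister screen read the other way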
PostGolgi yeast = phenotypic screen on post-Golgi transport, primary screen | inhibition, % at 10 µM | post-Golgi transport phenotypic cell assay | AID 739, 2007 | actives 0.9% (n = 98,000);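 note: yeast cells grown in 1536-well plates; yeast grown about 18 h at 30C before absorbance read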
S1P2 antag = human S1P2 receptor antagonists, primary screen, cell-based; actives 0.21% (n = 97,000); inhibition, % at 5 µM; Sphingosine 1-phosphate receptor 2 (Homo sapiens), O95136; cell-based S1P2 antagonist assay, inhibition at 5 uM; in the data active = inhibition above about 45%;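 note: CRE beta-lactamase reporter cells expressing human S1P2 stimulated with S1P; 0% = agonist at EC80 alone and 100% = agonist plus reference antagonist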
* = called active by the depositor; · = no result given; & = joins results of further samples. Cut-off read from the data, not from the text of the source, unless noted: active = inhibition above about 30%; inactive = the rest.

SMILES	PostGolgi ctrl	DAT uptake mod	CYP2C19 inh	sEH inh	S1P2 ag	sEH act	CYP2C19 activ	PostGolgi yeast	S1P2 antag
CC(C)Cn1c(=O)c2c(nc3n2CCCN3CCc2ccccc2)n(C)c1=O	9.1	0.879	85.4*	6.7	2.0	-8.1	0.1	-6.3	-32.0
CS(=O)(=O)N1CCN(Cc2ccccc2C(F)(F)F)CC1	2.4	0.122	73.3*	5.3	5.8	-5.3	0.3	17.7	-18.9
CSc1ccccc1NC(=O)c1cccs1	6.3	-1.32	7.9	3.1	-5.1	-3.4	0.9	1.1	5.8
COc1ccc(Cl)cc1NC(=O)CCc1ccccc1	8.1	-0.481	82.9*	-3.1	-3.3	5.9	0.2	-6.9	9.0
Cc1cc(-c2ccccc2)nc(=O)[nH]1	1.7	-0.359	4.4	5.7	-2.5	-4.4	1	0.2	-4.6
Cc1nc2sc3c(c2c(=O)n1/N=C/c1ccco1)CCCC3	-0.3	-0.297	-2.6	-8.9	-3.6	10.7	1	0.9	11.5
CCOC(=O)CSC1=NC(=O)/C(=C\c2ccc(Cl)cc2)S1	27.2	-0.748	48.1	42.0	-5.7	-40.4	0.5	13.6	13.4
CN(C)c1nc2ccc(OCCN3CCCCC3)cc2s1	-2.2	0.659	4.3	·	-3.9	·	1	-0.5	6.2
CCc1nnc(NC(=O)CCC(=O)NC2CCCCC2)s1	1.8	-0.0132	14.0	·	-1.1	·	0.9	-10.2	2.3
c1coc(CNCC2OCCc3ccccc32)c1 (centres undefined)	-0.4	0.241	46.2	1.6	-0.7	-2.1	0.5	0.2	19.4
C=CCn1c(SCC(=O)c2ccc(OC)cc2)nnc1-c1cc2cccc(OC)c2o1	1.8	0.52	21.4	1.1	-6.1	-1.0	0.8	-7.4	-2.1
COc1ccc(NC(=O)C2CCCNC2)cc1OCC(C)C (centres undefined)	-2.0	-1.12	7.8	4.4	-12.9	-1.4	0.9	3.2	14.7
CC1CCN(c2nc3ccccc3nc2C(C#N)C(=O)OC2CCCCC2)CC1 (centres undefined)	15.7	-0.644	-11.9	-4.3	-3.6	3.1	1.1	-1.0	-10.6
Cc1ccc(C)c(S(=O)(=O)N/N=C2/CCCc3ccccc32)c1	0.6	-0.466	-16.9	2.2	-3.4	-3.0	1.2	28.0	-20.2
O=c1[nH]c(=O)n(Cc2ccco2)c2c1C(C(F)(F)F)(C(F)(F)F)N=C(CCC1CCCCC1)N2	27.8	-0.64	25.3	11.3	-8.0	-9.7	0.7	2.2	20.9
COCCCNC(=O)CCCOc1ccccc1	4.0	0.341	21.9	·	·	·	0.8	1.3	·
COc1ccc(C(=O)Nn2c(C)nnc2-n2nc(C)cc2C)cc1OC	·	0.296	·	5.4	-2.5	-6.1	·	·	-9.7
Cc1ccc(NC(=O)c2cccs2)cc1	7.3	0.777	17.9	7.7	-4.6	-8.3	0.8	-5.5	5.7
COc1ccccc1N1CCN(C(=O)CCc2ccc(S(=O)(=O)NC(C)C)cc2)CC1	21.0	-0.41	4.7	4.9	-5.4	-3.4	1	-2.4	10.0
Cc1cccc(-n2c(SCC(=O)N3CCCC3)nnc2-c2ccccn2)c1C	8.2	0.351	-7.1	-3.4	-2.6	1.3	1.1	14.3	-25.5

With a hit mark in CYP2C19 inh, of those listed so far:
| SMILES | DAT uptake mod | CYP2C19 inh | sEH inh | S1P2 ag | sEH act | CYP2C19 activ | PostGolgi yeast | S1P2 antag |
| --- | --- | --- | --- | --- | --- | --- | --- | --- |
| CC(C)Cn1c(=O)c2c(nc3n2CCCN3CCc2ccccc2)n(C)c1=O | 0.879 | 85.4* | 6.7 | 2.0 | -8.1 | 0.1 | -6.3 | -32.0 |
| CS(=O)(=O)N1CCN(Cc2ccccc2C(F)(F)F)CC1 | 0.122 | 73.3* | 5.3 | 5.8 | -5.3 | 0.3 | 17.7 | -18.9 |
| COc1ccc(Cl)cc1NC(=O)CCc1ccccc1 | -0.481 | 82.9* | -3.1 | -3.3 | 5.9 | 0.2 | -6.9 | 9.0 |

(further entries)
SMILES	PostGolgi ctrl	DAT uptake mod	CYP2C19 inh	sEH inh	S1P2 ag	sEH act	CYP2C19 activ	PostGolgi yeast	S1P2 antag
Cc1cc(C)cc(N(C(=O)Cc2cccs2)C(C(=O)NC2CCCCC2)c2ccccn2)c1 (centres undefined)	8.8	-0.441	11.4	-0.3	-7.6	2.7	0.9	-7.5	19.2
Cc1ccc(-n2nnnc2SCC(=O)N2c3ccccc3NC(=O)C2(C)C)cc1	2.5	0.0721	11.3	-22.0	-11.0	21.3	0.9	-4.3	-4.3
COc1ccc(NC(=O)c2ccccn2)cc1	0.9	-0.798	25.9	3.8	-5.1	-0.6	0.7	-0.6	-21.4
Cc1ccc2cc(C=C(C#N)C#N)c(N3CCCCC3)nc2c1	35.5*	0.00333	6.4	-1.7	4.1	0.4	0.9	-2.6	3.4
CCS(=O)(=O)N1CCC(C(=O)Nc2cc(Cl)ccc2O)CC1	-0.8	-0.986	·	0.2	-5.9	1.4	·	-1.4	12.7
O=C(CN1CCc2ccccc2C1)Nc1ccc(Br)cc1	0.3	-0.446	89.6*	6.2	-7.1	-4.0	0.1	-6.8	-2.6
O=C(Cn1ncc2c(=O)oc3ccccc3c21)Nc1nc2ccccc2s1	12.3	-1.09	11.9	-9.9	-4.7	9.8	0.9	-5.7	-4.3
COc1cc(NC(=O)c2cccc3c2C(=O)N(Cc2cccnc2)C3)cc(OC)c1OC	11.8	0.0578&1.09	48.2	·	·	·	0.5	1.2	·
O=C(c1ccc(S(=O)(=O)Nc2ccccc2)cc1)N1CCOCC1	7.8	-0.363	19.4	-1.9	-1.9	2.3	0.8	-7.1	18.2
CCOC(=O)C1C(=O)OC2(CCOC(C)(C)C2)C1C(=O)OCC (centres undefined)	-12.8	-1.3	18.5	-6.6	-5.5	10.9	0.8	1.5	23.9
Cc1cccc(C(C)C)c1-n1nnnc1-c1ccccc1	22.2	1.37	70.4*	9.6	-12.1	-11.7	0.3	-5.5	8.5
Cc1ccc2cc(C#N)c(NCc3ccco3)nc2c1	6.1	2.27	39.8	10.6	-7.3	-9.9	0.6	3.9	-8.3
Cc1cc(NC(=O)CCC2CCCCC2)no1	·	0.159	·	11.7	-3.4	-12.8	·	·	25.7
N/C(CCN1CCCCC1)=N/O	0.9	0.214	-1.1	-4.2	-0.6	4.1	1	9.8	1.4
O=c1cc(N2CCN(c3ccc(F)cc3)CC2)[nH]c(=O)n1C1CCCCC1	7.6	0.128	19.8	-7.3	-6.3	7.4	0.8	-3.8	14.0
COc1ccc(C/C(N)=N/OC(=O)Cc2ccccc2)cc1OC	8.6	1.23	11.2	-7.5	-1.2	5.3	0.9	-3.8	16.3
CC(=O)c1cccc(NC(=O)C2CCN(S(=O)(=O)c3c(C)n[nH]c3C)CC2)c1	-0.1	-0.575	71.4*	11.2	-1.8	-11.5	0.3	1.2	20.4
Cn1c(NCCN2CCCCC2)cc(=O)n(C)c1=O	17.1	-0.791	-13.6	·	·	·	1.1	1.3	·
CCOC(=O)C1CCN(C(=O)CSc2ccccc2)CC1	7.0	0.971	64.0*	-4.1	1.2	2.1	0.4	-0.3	5.5
CCCCn1c(SCC(=O)OC)nc2c1c(=O)n(C)c(=O)n2C	7.2	0.301	-2.1	-7.0	-6.3	6.5	1	-2.2	-32.1
CCn1c(=O)n(CC)c2cc(S(=O)(=O)N3CCCCC3)c(C)cc21	9.5	-0.753	-2.0	-2.5	-9.8	0.4	1	25.8	-4.4
CCOC(=O)C(NC(=O)Nc1ccccc1)(OCC)C(F)(F)F (centres undefined)	14.4	-0.34	50.3*	4.8	-1.7	-3.5	0.5	-2.2	8.4
COC(=O)c1cc(OC)c(OC)cc1NC(=S)N1CCN(c2ccccc2)CC1	14.6	1.12	99.9*	-6.8	-7.2	4.8	0	-5.8	2.1
COc1ccc(N/C(N)=N/c2nc(CSc3ccc(Cl)cc3)cc(=O)[nH]2)cc1	-0.1	-0.161	66.1*	-11.7	-5.8	11.8	0.3	0.2	12.7
COc1ccc(/C(O)=C2/C(=O)C(=O)N(CCCC(=O)O)C2c2ccc(OC)cc2)cc1 (centres undefined)	-2.0	0.803	6.0	1.2	-5.4	-2.4	0.9	-6.3	-2.1
CC1CCc2c(sc3nc4n(c(=O)c23)CCS4)C1 (centres undefined)	14.6	-0.132	-6.7	-3.8	-0.8	6.0	1.1	3.1	-8.7
Cc1ccc(N2CC(C(=O)Nc3ccc(S(=O)(=O)N4CCOCC4)cc3)CC2=O)cc1 (centres undefined)	1.9	-0.586	13.3	2.9	-1.7	-5.0	0.9	2.3	9.8
O=C(NCc1cccs1)C1CCCCC1	3.4	-1.21	50.6*	-5.7	-6.0	3.9	0.5	0.0	6.5
Cn1cnnc1SCC(=O)Nc1c(F)cc(F)cc1Br	11.3	-0.67	-8.7	-10.6	0.0	12.7	1.1	-1.3	-13.1
COc1cc(Br)cc2cc(C(=O)N3CCCCC3C)c(=O)oc12 (centres undefined)	9.1	0.501	7.5	-5.8	-5.1	9.8	0.9	-2.0	7.1
Cn1cc(S(=O)(=O)NCc2ccco2)c(=O)n(C)c1=O	-4.9	-0.657	2.4	2.2	-6.0	-3.0	1	10.3	0.3
CCOC(=O)Cn1c(=O)oc2cc(S(=O)(=O)NCCc3ccc(C)cc3)ccc21	8.3	-0.629	50.0*	4.8	-2.7	-5.8	0.5	-4.7	-3.5
CCCCS(=O)CC(CS(=O)CCCC)OC(=O)c1ccccc1 (centres undefined)	-4.5	-0.347	-6.6	5.2	0.0	-1.4	1.1	-0.7	20.1
Cc1cc(C)c2cc(CN(CC3CCCO3)S(=O)(=O)c3ccc4c(c3)OCCO4)c(=O)[nH]c2c1 (centres undefined)	8.8	1.04	35.8	5.8	-3.9	-5.8	0.6	12.8	-4.7
O=C(Oc1ccc(Br)cc1C(=S)N1CCCC1)c1ccccc1Cl	14.6	-0.451	57.3*	0.7	-1.4	1.3	0.4	-4.5	-18.5
Cc1cccc(OCC(=O)NCc2ccncc2)c1C	5.0	-0.134	74.2*	12.4	-2.7	-12.7	0.3	-4.0	6.9
O=C(CSc1nc(O)c(Cc2ccccc2)c(=O)n1-c1ccccc1)N1CCOCC1	14.1	-0.422	-10.3	-0.1	-6.5	3.1	1.1	-0.7	2.2
Clc1ccc(-c2onc3c2CCCC3)cc1	12.0	0.566	12.3	-3.7	-0.7	4.0	0.9	22.4	-12.2
CS/C(N)=N/N=C/c1ccc([N+](=O)[O-])cc1	-0.1	0.221	17.5	9.3	-6.3	-10.4	0.8	0.2	6.8
Cc1ccccc1NC(=O)c1ccc(NC(=O)c2ccco2)cc1	9.6	-0.614	3.6	-6.2	-3.4	9.4	1	0.0	7.3
Cc1noc(C)c1COc1ccc(C(=O)OCC(=O)N2CC(=O)Nc3ccccc32)cc1	8.8	2.04	20.8	·	-8.0	·	0.8	-1.4	11.5
Cc1cc(NC(=O)CCCSc2nc(-c3ccco3)cc(C(F)(F)F)n2)no1	5.9	0.56	8.1	7.1	-7.8	-7.8	0.9	-8.7	2.4
COCCCNS(=O)(=O)c1ccc2c(c1)CCN2C(C)=O	-6.5	1.21	-15.6	3.2	-5.5	-5.0	1.2	-1.9	-19.8
CC(NC(=O)CSc1nnc(-c2cccc(S(=O)(=O)N3CCCCC3)c2)o1)C12CC3CC(CC(C3)C1)C2 (centres undefined)	6.8	-0.0231	68.1*	92.7*	-0.4	-93.0	0.3	2.2	-9.8

Compound activity from PubChem BioAssay.
